# Compound activity: PubChem, several laboratories
# Hck-Nef inh: inhibitors of human Hck kinase activated by Nef; inhibition, % at 20 µM; actives 0.68% (n = 220,000); P08631; Recombinant Hck-YEEI plus Nef, Z-Lyte FRET kinase assay;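 active means Hck-Nef kinase inhibition above about 50%, limit read from the data; inactive means inhibition below that limit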;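 further: 0% = DMSO with Hck plus Nef and 100% = Hck alone without Nef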
# Target sequence (P08631 whole entry, looked up): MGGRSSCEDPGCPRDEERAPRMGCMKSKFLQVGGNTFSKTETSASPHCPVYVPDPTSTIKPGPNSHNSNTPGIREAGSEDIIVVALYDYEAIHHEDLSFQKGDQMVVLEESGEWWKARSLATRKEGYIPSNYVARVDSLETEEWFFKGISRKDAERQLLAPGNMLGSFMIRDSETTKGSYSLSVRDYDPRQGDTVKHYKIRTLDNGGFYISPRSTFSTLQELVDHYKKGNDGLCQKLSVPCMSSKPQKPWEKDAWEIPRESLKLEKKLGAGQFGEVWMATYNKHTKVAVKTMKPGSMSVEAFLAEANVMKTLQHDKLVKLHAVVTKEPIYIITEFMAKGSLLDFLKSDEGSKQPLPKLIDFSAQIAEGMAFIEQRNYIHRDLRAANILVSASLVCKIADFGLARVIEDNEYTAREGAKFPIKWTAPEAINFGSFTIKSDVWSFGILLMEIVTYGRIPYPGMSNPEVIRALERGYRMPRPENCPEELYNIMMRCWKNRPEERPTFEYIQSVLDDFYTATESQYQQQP
# Runt-CBFb FRET: Runt domain-CBFb interaction inhibition | Q01196+Q13951 | AID 1496 | Cerulean-Runt/Venus-CBFb FRET ratio 530/480, 1 h | inhibition, % at 20 µM | actives 0.46% (n = 220,000);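 active means inhibition over about 50% at 20 µM in the single-dose screen, limit read from the data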;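 further: 0% = DMSO wells and 100% = excess unlabeled CBFb competitor control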
#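 Doses: 20 µM compound in 1% DMSO | Material: Cerulean-labeled Runt domain protein | Amount: Each fluorescent fusion protein 100 nM | Schedule: Two 1 h room-temperature incubations shielded from light | Measured by: FRET fluorescence | Evaluation: Loss of energy transfer signal | Controls: Unlabeled CBFb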
# TNF death inh: inhibitors of TNF-alpha induced necroptosis in Jurkat FADD-/- cells. activation (protection from cell death), % at 10 µM. actives 0.068% (n = 220,000). Jurkat FADD-/- TNF necroptosis rescue, ATP luminescence, 24 h; 0 = TNF only, 100 = no-TNF cells;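 active means activation, meaning protection from cell death, of at least 50% relative to plate controls; inactive means activation below 50%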;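 further: necroptosis triggered by 40 ng/mL TNF-alpha added together with compound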
# EP2 modulator: modulators of human EP2 prostaglandin E2 receptor. P43116. EP2-expressing cells, cAMP HTRF FRET, PGE2 co-stimulation. induction, % at 25 µM. actives 0.83% (n = 260,000). AID 940;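 active means compounds whose cAMP rise, as percent of the full-agonist control response, exceeds 60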;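 further: rat C6 glioma line stably carrying human EP2 under a CMV promoter; the protocol text gives 20 µM as final concentration; 100% = response of wells given 1 µM PGE2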
# Target sequence (P43116 whole entry, looked up): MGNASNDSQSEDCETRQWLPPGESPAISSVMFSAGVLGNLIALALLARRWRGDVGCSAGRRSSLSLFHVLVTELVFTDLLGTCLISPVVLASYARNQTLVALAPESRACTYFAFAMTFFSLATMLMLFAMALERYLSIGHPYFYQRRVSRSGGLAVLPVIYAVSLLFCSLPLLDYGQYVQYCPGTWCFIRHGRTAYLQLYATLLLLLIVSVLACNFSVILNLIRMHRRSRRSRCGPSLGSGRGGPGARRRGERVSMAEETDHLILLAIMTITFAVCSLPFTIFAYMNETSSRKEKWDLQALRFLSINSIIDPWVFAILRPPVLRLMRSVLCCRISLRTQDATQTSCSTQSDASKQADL
# L929 necroptosis: L929 zVAD cell death inhibition | AID 1377 | viability rescue, % at 10 µM | L929 zVAD necroptosis rescue, ATP luminescence, 24 h; with zVAD 60 µM | actives 0.38% (n = 220,000);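 active means activation, scaled between plate controls, above about 75%, limit read from the data; inactive means activation under that limit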;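 further: 0% = zVAD with DMSO and 100% = DMSO alone without zVAD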
# RBBP9 inhibitor: human RBBP9 hydrolase inhibition. AID 1515. recombinant RBBP9, FP-Rh probe fluorescence polarization. O75884. inhibition, % at 7.94 µM. actives 0.2% (n = 220,000);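 active means inhibition above the campaign mean of all tested compounds plus 3 SD, cut at about 14% in these data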;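 further: plate controls were DMSO wells with RBBP9 for no effect and wells lacking RBBP9 protein for full effect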
# Target sequence (O75884 whole entry, looked up): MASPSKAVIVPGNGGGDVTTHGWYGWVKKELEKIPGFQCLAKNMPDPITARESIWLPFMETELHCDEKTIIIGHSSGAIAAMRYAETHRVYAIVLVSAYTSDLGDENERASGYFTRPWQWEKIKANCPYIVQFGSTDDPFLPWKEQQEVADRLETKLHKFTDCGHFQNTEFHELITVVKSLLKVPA
#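 Measured by – fluorescence polarization · Test system – RBBP9 protein · Input – 2.5 µM RBBP9 dispensing solution, before mixing · Measure – percent inhibition from mP, scaled between DMSO and no-protein wells · Benchmarks – DMSO-treated enzyme wells and wells lacking RBBP9 · Times – preincubation 30 min plus labeling 45 min at 25 °C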
# PERK inhibitor: human PERK inhibition, primary cell-based screen; Q9NZJ5; CHO PERK-DD fusion, SEAP luminescence translation reporter; inhibition, % at 5.6 µM; actives 0.17% (n = 220,000);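 active means inhibition above the mean inhibition of all tested compounds plus 3 SD, set separately per screening campaign, cut at about 2.9% in these data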;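 further: PERK kinase domain activated by AP20187 dimerizer at 100 nM; 0% = DMSO with dimerizer and 100% = rapamycin at 8.4 µM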
# EP2 antag: inhibitors of human EP2 prostaglandin E2 receptor. AID 1422. inhibition, % at 25 µM. actives 0.52% (n = 260,000). C6 glioma cells expressing human EP2, cAMP TR-FRET; cells stimulated with saturating PGE2. P43116;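 active means percent inhibition above 40 after rounding to a whole number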;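 further: rat C6 glioma host cells with rolipram phosphodiesterase inhibitor present; the protocol text gives 20 µM as final concentration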
# Runt-SMMHC FRET: Runt domain-CBFb-SMMHC interaction inhibition; Cerulean-Runt/Venus-CBFb-SMMHC FRET ratio 530/480, 1 h; inhibition, % at 20 µM; AID 1434; actives 0.74% (n = 220,000);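 active means mean inhibition across duplicate retests at 20 µM reaching about 50%, limit read from the data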;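 further: 0% = DMSO wells and 100% = wells with excess untagged CBFb-SMMHC; inhibitors lower the FRET ratio by blocking Runt binding to CBFb-SMMHC; some results filed as inactive read as strong as hits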
# An asterisk follows results filed as active; · = no result given; & = joins results of further samples. Not all compounds are listed (hit frequency here may not be typical).
SMILES,Hck-Nef inh,Runt-CBFb FRET,TNF death inh,EP2 modulator,L929 necroptosis,RBBP9 inhibitor,PERK inhibitor,EP2 antag,Runt-SMMHC FRET
COc1ccc(-c2ccc(CCC(=O)O)n2CC(C)C)cc1,12,27,-0.4,7,0.8,0,-0.1,10,51*
CCn1c(=O)c(=O)[nH]c2cc(C(=O)N3CCN(c4ccccc4F)CC3)ccc21,-1,-1,1.1,3,0.1,-14,0.1,13,4
CC(C)Cc1nnc(NC(=O)CN2C(=O)c3ccccc3C2=O)s1,28,12,0.3,11,2.6,-5,0.8,4,4
Cc1oc2ccc(OC(=O)c3cccs3)cc2c1C(=O)OC(C)C,-2,0,0.7,34,·,-6,-0.2,9,-1
COc1ccc(-c2nnc3c4ccccc4c(C)nn23)cc1S(=O)(=O)N1CCN(CCO)CC1,4,-4,-4.1,25,-0.4,10,0.1,15,1
CSc1ccccc1-n1nnnc1SCC(=O)NCc1cccs1,4,-4,-1.1,-3,0.2,1,0.7,11,-8
Cc1[nH]c2ccccc2c1/C=N/NC(=O)CNC(=O)c1ccc2c(c1)OCCO2,29,-1,3.4,-91,2.4,-8,1.1,12,1
COc1ccc(CNC(=O)C2CCN(S(=O)(=O)c3cc(OC)ccc3OC)CC2)cc1,0,-3,-1.1,3,-0.2,-6,-0.5,4,0
CCOc1ccc2nc(NC(=O)CSc3nc4ccccc4c(=O)n3Cc3ccco3)sc2c1,20,4,4.4,-6&-4,1.2,-1,0.8,9&9,-2
O=C(c1ccc(C(F)(F)F)cc1)N1CCC(=O)N(C(COCc2ccccc2)Cc2ccccc2)CC1 (stereo not given),-7,-10,0.7,21,-0.8,-5,-0.4,14,-6
O=C(CSc1nnc(COc2ccc(F)cc2)o1)N1c2ccccc2CCc2ccccc21,-1,-2,2.3,4,0.1,-5,0.0,5,-8
CCOc1nc(NCCN2CCOCC2)nc(Nc2ccc(C)cc2)n1,1,·,-0.3,4,0.3,-1,-0.5,7,-3
CCOc1cc(C2NC(=O)N(C)C(C)=C2[N+](=O)[O-])ccc1OC(C)=O (stereo not given),16,4,-0.6,6,17,-7,-0.5,2,-3
O=C(CN1C(=O)NC2(CCCCC2)C1=O)Nc1ccc(N2CCOCC2)cc1,5,4,0.3,-40,0.2,-6,1.0,8,-4
O=C(Nc1ccc(NC(=O)c2ccco2)nc1)c1ccccn1,0,1,-0.9,-11,0.3,-7,0.8,5,1
COc1ccc(S(=O)(=O)Nc2ccc3oc4ncccc4c(=O)c3c2)cc1OC,17,-2,7.0,-16,0.5,-2,-0.7,6,-4
CCOc1c2ccc(C(=O)NCc3ccc4c(c3)OCO4)cc2nn1CC,2,·,-2.9,-39,0.2,-9,0.4,9,2
Cc1ccccc1CSc1nncn1N,-1,1,0.2,18,0.7,-4,-0.6,8,-1
C#CCN(C)CC/C=C1\c2ccccc2CSc2ccccc21,5,-2,-2.3,45,-0.1,-3,0.5,3,0
CC(=O)Nc1ccc(NC(=O)C(C)N2CCN(S(=O)(=O)c3ccc(C)cc3)CC2)cc1 (stereo not given),20,-4,1.6,30,2.3,2,0.9,7,-1
Cc1ccc(-c2cc(C(F)F)n3ncc(C(=O)Nc4c(C)nn(Cc5c(Cl)cccc5Cl)c4C)c3n2)cc1,7,-1,-14,11,-0.2,-1,0.6,14,-2
COC(=O)N/N=C(\C)c1cccc(C(F)(F)F)c1,20,-3,0.1,-11,-0.1,-6,0.3,5,-3
O=C(CCc1nnc(-c2ccsc2)o1)NCc1ccccc1OC(F)(F)F,3,-2,-0.7,4,-0.2,2,-0.6,5,-11
Cc1cccc(C(=O)NC(C(=O)Nc2nc(-c3ccccn3)cs2)C(C)C)c1 (stereo not given),15,2,-0.3,-54,2.2,-7,0.3,5,6
COC(=O)C1=CN(CCCN2CCCC2=O)C=C(C(=O)OC)C1c1ccccc1C(F)(F)F,85*,10,-3.5,32,-0.3,-5,-0.4,19,-16
CC(C)OC(=O)c1cc2ccccc2[nH]1,6,1,-3.5,-11,0.0,-6,1.1,7,-1
COc1ccc(C(C[N+](=O)[O-])c2c(C)cc3ccccn23)cc1 (stereo not given),25,2,-9.5,-6,-0.3,-7,0.5,9,-3
COCc1cc(C)nc(NCCc2ccccc2)c1C#N,11,1,1.2,14,0.0,-6,0.4,7,-1
CN1CCN(c2c(F)cc3c(=O)c(C(=O)O)cn4c3c2OCN4C)CC1,14,0,1.1,15,0.3,-3,2.5,10,-3
CC(C)OC(=O)C(=O)NNc1ccccc1,-14,1,0.3,31,·,-5,-0.4,8,1
CCOC(=O)C(NC(=O)c1ccccc1)=C1C=C(C)OC(C)=C1,2,-2,0.7,11,0.8,-1,0.6,12,5
COc1ccc(C(=O)Nc2ccccc2C(N)=O)cc1,11,-1,-4.3,16,-0.1,-11,0.0,13,-1
COc1ccccc1N1CCN(c2cc(=O)n(-c3ccccc3Cl)c(=O)[nH]2)CC1,2,0,-3.0,-2,0.8,-6,0.5,5,4
S=C(Nc1ccccn1)NC1CCCCC1,-3,8,0.0,4,0.0,-1,0.1,11,14
c1ccc(-c2oc3ncnc(NCCCn4ccnc4)c3c2-c2ccccc2)cc1,19,-3,-7.2,48,1.8,-9,-1.4,9,-2
O=c1c2c3c(sc2ncn1/N=C/c1ccco1)CCCC3,2,0,1.3,0,0.4,1,-0.8,12,0
CCC(=O)Nc1ccc(NC(=O)c2ccco2)cc1,5,0,-0.5,-3,0.8,-4,1.4,11,1
N=c1n(CCO)c2ccccc2n1Cc1ccc(Cl)cc1,2,0,1.0,-15,-0.3,1,-0.2,20,-4
COC(=O)[C@H](CCSC)NC(=O)NC1CCN(Cc2ccccc2)CC1,3,2,0.2,11,0.2,-4,0.1,1,1
CN(C)c1ccc(C(=O)c2ccccc2)cc1,-2,0,-4.5,-8,-0.4,-7,-0.1,6,-2
CCC(C(=O)NCCCc1ccccc1)c1ccccc1 (stereo not given),2,-1,3.1,15,-0.1,-10,-0.3,13,0
COc1ccc2[nH]c(=O)c(CN(Cc3nnnn3Cc3ccccc3)CC3CCCO3)cc2c1 (stereo not given),3,-15,-0.5,13,-0.3,-3,-0.9,10,-15
CCC(C)[C@H](NC(=O)N1CCCCC1)C(=O)OC (stereo not given in full),8,1,3.7,-3,0.8,-3,2.3,6,-5
CC(=O)N(c1ccccc1)c1nc(/C=C/C(=O)Nc2c(C)cc(C)cc2C)cs1,12,1,1.6,22,0.6,2,-0.7,12,-3
COc1cccc(CN(CC2CCCO2)S(=O)(=O)c2ccc(S(=O)(=O)N(C)C)cc2)c1 (stereo not given),3,3,2.1,-23,-0.2,7,-1.0,3,-3
CC(NC(=O)C1CCN(S(=O)(=O)c2cc([N+](=O)[O-])ccc2Cl)CC1)c1ccccc1 (stereo not given),3,0,0.7,-29,-1.3,-3,0.8,8,0
CC(C)c1ccc2c(c1)C(c1ccc(N3CCOCC3)cc1)=NNC(c1cccs1)=N2,-1,·,-0.4,-3,0.6,-4,-0.2,4,-5
CCOc1ccc(-n2c(=O)[nH]cc(C(=O)N3CCc4ccccc43)c2=O)cc1,0,-1,0.2,17,-0.3,-8,1.0,1,1
Cc1ccc(N=Nc2c(O)ccc3n[nH]nc23)cc1,-1,1,-6.2,-28,0.4,-3,0.5,10,-6
O=S(=O)(N/N=C1\CC(c2ccccc2)Oc2ccccc21)c1ccccc1 (stereo not given),0,0,-1.9,-9,-0.2,-4,-0.5,2,1
Cc1ccccc1N1CC(=O)N(c2ccccc2C)CC1=O,-16,-2,1.2,12,-0.3,1,1.0,6,-1
O=C(NCc1cccnc1)C1CC(=O)N(C2CCCCC2)C1 (stereo not given),1,-2,-2.3,11,0.5,4,1.9,22,-8
O=C(O)CSCC(=O)NCc1c(Cl)cccc1Oc1ccccc1,13,1,1.2,6,0.0,-7,-0.9,8,0
Nc1n[nH]c(N)c1N=Nc1ccc2c(c1)OCO2,22,2,-3.6,16,-4.0,-2,0.0,8,1
O=C(CN1C(=O)CSC1=O)Nc1ccc2c(c1)OCCO2,3,-3,0.6,-6,2.7,-9,2.5,9,1
Cc1ccc(S(=O)(=O)N2CC(=O)Nc3ccccc32)cc1,1,2,-0.7,16,0.7,-2,0.7,4,-4
CCC(CC)=C(C#N)C(=O)NC1CCCCC1,7,-1,1.0,22,·,3,1.4,1,1
CC(=O)Nc1sc2c(c1CN1CCN(c3ccccn3)CC1)CCCC2,-1,-2,2.0,13,7.7,-5,-1.6,-1,-2
CC(c1ccccc1)N1CCn2c(nc3cc(NC(=O)NC4CCCCC4)ccc32)C1 (stereo not given),14,2,1.0,-30,4.8,-7,0.2,12,-6
CCc1ccc(NC(=O)CSc2nnc(-c3n[nH]c4ccccc34)n2-c2ccccc2)cc1,1,-2,0.8,14,-0.6,-6,0.2,4,-7
# More records follow:
SMILES,Hck-Nef inh,Runt-CBFb FRET,TNF death inh,EP2 modulator,L929 necroptosis,RBBP9 inhibitor,PERK inhibitor,EP2 antag,Runt-SMMHC FRET
Cc1cc(C[n+]2ncsc2N)c2ncccc2c1,26,0,3.5,7,-0.3,-1,0.2,1,0
CCN1c2ccccc2-c2nc3ccccc3n2C1c1cccs1 (stereo not given),20,17,1.6,35,-0.2,-9,-1.3,6,50
COC(=O)c1ccc(OC(C)C(=O)c2ccc(C)cc2)cc1 (stereo not given),5,-4,1.0,-41,2.1,0,0.9,6,-1
CCC(C)OC(=O)C1=C(C)NC2=C(C(=O)C(C(=O)OC)C(C)C2)C1c1ccc(N(C)C)cc1 (stereo not given),4,4,-2.9,15,0.0,-2,-0.3,14,7
COc1ccc(OC)c(C(=O)c2ccc(C(=O)Nc3ccc4ccccc4c3)cc2)c1,3,1,-0.4,-50,0.1,2,1.4,11,4
Cc1ccc(CN2CCN(Cc3cn(C)nc3-c3ccccc3)CC2CCO)o1 (stereo not given),5,-2,-0.4,-13,-0.3,-7,0.0,6,-2
CCOC(=O)C1C(=O)Nc2nc(C)nn2C1c1ccccc1 (stereo not given),1,1,-1.6,2,-0.6,1,2.0,10,-2
CNS(=O)(=O)c1ccc(NC(=O)c2ccc(Cl)cc2Cl)cc1,-2,-1,0.8,5,0.6,1,1.6,10,3

# Single records (already shown). Screens in order: Hck-Nef inh	Runt-CBFb FRET	TNF death inh	EP2 modulator	L929 necroptosis	RBBP9 inhibitor	PERK inhibitor	EP2 antag	Runt-SMMHC FRET
# Shown for COC(=O)c1ccc(OC(C)C(=O)c2ccc(C)cc2)cc1 (stereo not given) : 5	-4	1.0	-41	2.1	0	0.9	6	-1
# Shown for CCC(C)OC(=O)C1=C(C)NC2=C(C(=O)C(C(=O)OC)C(C)C2)C1c1ccc(N(C)C)cc1 (stereo not given) : 4	4	-2.9	15	0.0	-2	-0.3	14	7
# Shown for CNS(=O)(=O)c1ccc(NC(=O)c2ccc(Cl)cc2Cl)cc1 : -2	-1	0.8	5	0.6	1	1.6	10	3
# Shown for Cc1cc(C[n+]2ncsc2N)c2ncccc2c1 : 26	0	3.5	7	-0.3	-1	0.2	1	0
